Screens: PubChem, several laboratories
HGIII-sPLA2 inh: Blocks human group III sPLA2 activity; Q9NZ20; QFRET BODIPY PC-A2 liposome hydrolysis, fluorescence; 370,000 compounds, 0.56% hits; inhibition, % at 12.2 µM;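 active = inhibition above mean plus 3 SD of compounds lying within the high and low control bounds, cut at about 19% in these data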;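 also: 0% = median of test compound wells and 100% = no enzyme DMSO wells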
proKLK7 act: activates the human kallikrein-7 zymogen | P49862 | 370,000 compounds, 0.9% hits | activation, % at 7 µM | purified proKLK7, EDANS-DABCYL substrate fluorescence; 100% is mature enzyme control, 0% vehicle;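 active = activation above the mean of all tested compounds plus 3 SD, computed per campaign excluding outliers beyond control limits, cut at about 13% in these data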
Target sequence (P49862 whole entry, looked up): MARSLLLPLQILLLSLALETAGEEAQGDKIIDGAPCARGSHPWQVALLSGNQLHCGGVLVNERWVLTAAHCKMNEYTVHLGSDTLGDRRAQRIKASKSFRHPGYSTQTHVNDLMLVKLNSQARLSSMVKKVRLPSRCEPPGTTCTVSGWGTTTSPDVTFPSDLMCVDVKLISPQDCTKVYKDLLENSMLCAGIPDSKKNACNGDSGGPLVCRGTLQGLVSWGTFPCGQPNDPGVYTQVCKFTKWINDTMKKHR
NPR2 activator: GC-B (human) receptor activation | P20594 | HEK293-GC-B cells, CNP EC30, cGMP TR-FRET; 0% at EC30 CNP, 100% saturating CNP | activation, % at 10 µM | 370,000 compounds, 0.11% hits;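 active = activation at 10 µM reaching about 35% in either raw or pattern-adjusted values, limit read from the data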
SMARCA2 act: SMARCA2 function activation, primary screen; MG213 cells, MMTV-luciferase reporter, dexamethasone, overnight; activation, % at 9.1 µM; 370,000 compounds, 1% hits; in the data active = activation above about 7.8%;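 also: 0% = vehicle wells and 100% = reference activator wells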
DAX1 inh-1: inhibitors of human orphan nuclear receptor DAX1 (NR0B1) | 340,000 compounds, 0.99% hits | AID 504766 | inhibition, % at 6.75 µM | HEK293 Gal4-DAX1 luciferase reporter, luminescence;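 active = inhibition above the mean over all tested compounds plus 3 SD, cut at about 4.2% in these data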;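 also: 0% = DAX1-transfected cells with DMSO and 100% = empty-vector control cells with DMSO; inhibition shows as a rise in luminescence from relieved DAX1 repression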
Target sequence (P51843 207-470 limits assumed): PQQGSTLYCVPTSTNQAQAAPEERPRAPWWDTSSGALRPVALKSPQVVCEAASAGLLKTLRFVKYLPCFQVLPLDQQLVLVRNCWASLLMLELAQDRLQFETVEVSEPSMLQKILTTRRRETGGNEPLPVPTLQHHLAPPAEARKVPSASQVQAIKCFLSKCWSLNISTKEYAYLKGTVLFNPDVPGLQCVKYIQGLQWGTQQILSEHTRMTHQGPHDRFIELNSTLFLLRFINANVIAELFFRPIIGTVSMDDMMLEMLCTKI
DAX1 inh-2: inhibitors of DAX1 repression of SF-1 activated StAR promoter. inhibition, % at 6.8 µM. 370,000 compounds, 1.1% hits. HEK293T StAR-luciferase reporter, SF-1/DAX-1 repression relief. AID 652010;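 active = inhibition above the mean over all tested compounds plus 3 SD, cut at about 3.6% in these data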;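 also: 0% = DAX-1 cells with DMSO and 100% = cells lacking DAX-1 with DMSO; higher inhibition means more luminescence from relief of DAX-1 repression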
hcDAF-12 act: activators of H. contortus DAF-12 nuclear receptor. HEK293 hcDAF-12 lit1-tk-luc reporter, luminescence; 0% DMSO, 100% Δ7-dafachronic acid. activation, % at 6.8 µM. 370,000 compounds, 1.4% hits. AID 652067;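 active = activation above the mean of all tested compounds plus 3 SD, cut at about 5.5% in these data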;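 also: 100% = response to 3 µM Δ7-dafachronic acid high control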
NPR1 activator: GC-A (human) enzyme activation | HEK293 GC-A cells, cGMP TR-FRET, EC30 ANP; 0% at EC30 ANP, 100% saturating ANP | activation, % at 10 µM | 370,000 compounds, 0.14% hits | AID 1671463; in the data active = activation above about 40%
hgDAF-12 ag: activates the H. glycines DAF-12 receptor ligand-binding domain | HEK293 GAL4-hgDAF12 UAS-luciferase reporter, agonist luminescence; normalized to butyrate control | activation, % at 6.8 µM | 370,000 compounds, 1.8% hits | AID 687014;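 active = activation above a cutoff set at the mean of all screened compounds plus 3 SD, cut at about 10% in these data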;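 also: 0% = DMSO wells and 100% = sodium butyrate wells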
ssDAF-12 act: activators of S. stercoralis DAF-12 nuclear receptor; HEK293 ssDAF-12/GRIP1 lit1-tk-luc reporter, luminescence; % of 3 µM dafachronic acid response; activation, % at 6.8 µM; 370,000 compounds, 1% hits;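 active = activation above the mean over all tested compounds plus 3 SD, cut at about 0.9% in these data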;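 also: 0% = DMSO-only wells and 100% = 3 µM delta7-dafachronic acid wells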
FXN GAA850 act: activators of GAA850 frataxin (FXN) promoter; HEK293 lucGAA850 FXN promoter luciferase reporter, 24 h; percent of 10 µM SAHA response; AID 540364; 360,000 compounds, 0.56% hits; activation, % at 6 µM;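 active = activation above the average of all compounds screened plus 3 SD, cutoff fixed separately per campaign, cut at about 7.5% in these data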;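 also: 0% = DMSO wells and 100% = 10 µM SAHA wells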
An asterisk follows results filed as active; / = not tested or not shown.

smiles	HGIII-sPLA2 inh	proKLK7 act	NPR2 activator	SMARCA2 act	DAX1 inh-1	DAX1 inh-2	hcDAF-12 act	NPR1 activator	hgDAF-12 ag	ssDAF-12 act	FXN GAA850 act
Cc1noc(C)c1C(=O)N1CCCC1	7	0.2	2	1	2.0	0.2	-2.0	1	-1.1	-0.5	1.6
N#Cc1c(N)nc(-c2ccccc2)nc1-c1ccccc1	1	0.2	4	0	-0.3	-0.1	-0.6	1	-0.1	-0.3	-0.1
Oc1ccc2ccccc2c1N=Nc1ccccn1	16	0.0	-11	-3	-1.7	-3.8	-1.5	-1	-8.1	-1.8	1.4
CCOC(=O)c1nccnc1C(=O)Nc1cccc(C(F)(F)F)c1	7	0.0	0	3	0.5	-0.1	-0.8	0	1.0	-1.2	-1.0
Cc1cc(C)cc(NC(=S)N2CCN(Cc3ccccc3)CC2)c1	16	-0.5	7	-1	-0.1	0.3	0.6	4	-3.3	-0.9	-0.6
O=S1(=O)c2ccc(N3CCCC3)cc2Oc2ccccc2CN1Cc1cn(Cc2ccc(F)cc2)nn1	9	-0.2	-8	-2	/	-1.3	-2.0	0	-3.6	-0.9	/
C[C@H](CO)N1C[C@H](C)[C@@H](CN(C)C(=O)Nc2ccccc2)Oc2ncc(-c3ccc(C#N)cc3)cc2C1=O	-3	1.9	0	1	0.7	-0.2	-0.1	6	1.1	-1.6	-3.7
Cc1csc(SCC(=O)O)n1	-4	-0.8	1	0	0.8	0.9	-0.9	2	2.4	-1.6	-0.5
COc1ccc(OC)c(-c2cc(C(=O)N3CCN(c4ccccc4)CC3)no2)c1	-8	-0.1	-2	4	1.0	0.7	1.1	2	2.2	-0.1	-3.0
CSc1ccccc1C(=O)N1CCCC(CNC(=O)c2ccc(F)cc2)C1 (stereo not given)	1	0.2	-1	-1	-0.4	-0.5	4.6	-1	-1.4	-0.6	-0.6
Cc1cccc(NC(=O)CSCC(=O)NCc2cccc(C(F)(F)F)c2)c1	-8	0.1	1	-1	0.0	-0.4	-3.0	1	-1.7	-1.6	-0.9
COc1ccc(C(=O)OCCN(C)C2CN(Cc3cn(Cc4ccccc4Cl)nn3)S(=O)(=O)C2)cc1OC (stereo not given)	4	0.2	-7	-1	/	-1.9	-0.4	-3	-0.8	-0.8	/
COc1ccc(-c2cc(-c3ccccc3)c(-c3ccccc3)nn2)cc1	4	-0.2	-2	5	/	0.8	3.4	2	5.5	0.1	/
CCn1c(=O)cc(SCC(=O)NCc2ccccn2)c2ccccc21	3	-0.1	-4	-1	1.8	0.8	-0.5	-3	-2.0	-1.6	-0.2
CCN(CCO)Cc1csc2c(Br)cccc12	6	-0.3	-4	-4	-0.7	-0.3	-0.3	0	-1.4	-1.1	1.3
CCCOc1ccc(N2C(=O)CC(N(C(=O)c3ccco3)c3ccc(OCCC)cc3)C2=O)cc1 (stereo not given)	2	0.5	0	-4	2.6	-1.0	-1.3	3	-4.2	-1.4	2.5
O=C1Cc2c([nH]c3ccc(Br)cc23)-c2ccccc2N1	-23	-0.7	-11	9.2*	3.5	7.5*	11*	-25	11*	0.1	68*
Cc1nn(-c2ccccc2)c(C)c1/C=N/n1c(-c2ccc(Cl)cc2)n[nH]c1=S	-2	-0.1	-2	0	-0.8	-0.6	-0.7	1	0.9	-0.9	0.0
c1ccc2c(c1)ncn2CCn1cnc2ccccc21	2	0.6	-3	3	1.6	0.1	-0.6	-2	1.4	-0.8	3.5
C/C(=N/NC(=O)c1nnn(-c2nonc2N)c1-c1ccccc1)c1ccc2c(c1)OCO2	3	0.8	-5	-2	-0.2	0.1	2.8	-8	3.0	0.1	0.7
COc1cccc(NC(=O)c2cc(=O)c3ccccc3o2)c1	-3	0.9	0	1	0.3	0.0	4.9	-1	2.0	-0.9	2.6
COc1ccc(CCN(C)C(=O)c2cc(-c3ccccc3)nc3ccccc23)cc1OC	-8	0.1	4	3	-0.3	-3.8	-1.2	0	0.1	-1.3	1.2
O=C(CC12CC3CC(CC(C3)C1)C2)Nc1ccc(C(=O)O)cc1	9	-0.9	0	-3	0.0	0.4	-1.4	1	0.7	-0.3	0.7
O=c1n(-c2ccccc2)c(=O)n(Cc2ccccn2)n1Cc1ccccn1	5	0.0	7	-2	-0.8	-0.5	-2.2	1	-1.8	-0.7	1.2
Cc1ccc(C)c(OCCNc2ncccc2[N+](=O)[O-])c1	-1	0.3	-3	2	-1.7	-0.1	-0.1	-6	2.3	-1.5	0.7
O=S(=O)([O-])C(c1ccccc1)[n+]1ccccc1 (stereo not given)	8	0.5	5	0	0.8	-0.7	-0.8	0	-1.7	-1.4	0.3
N#CC1=C(N)Oc2cc(N)ccc2C1c1ccsc1 (stereo not given)	-1	-0.2	5	-1	-0.4	-0.5	-1.1	2	4.6	-1.2	2.2
O=C(COC(=O)C12CC3CC(CC(O)(C3)C1)C2)Nc1cccc(Br)c1	-30	-0.1	-3	2	0.5	-2.0	1.9	2	7.6	-0.7	1.9
COCCN(C(=O)CSc1nnc(-c2cccc(Cl)c2)n1N)c1c(N)n(CC(C)C)c(=O)[nH]c1=O	2	-0.3	-1	-1	-0.4	0.3	1.1	-4	1.9	-1.2	-0.1
CC(C)OC(=O)c1nnc(Cc2ccc(F)cc2)o1	12	-0.2	3	0	-0.2	0.3	0.9	5	1.2	-0.6	1.2
c1ccc(-c2cn(-c3ccccc3)c3ncnc(NCCCN4CCOCC4)c23)cc1	-14	0.7	-5	1	1.2	-3.6	-1.4	-13	-2.3	-1.9	-0.8
O=[N+]([O-])c1cc2c(c(CSc3ncccn3)c1)OCOC2	-1	0.6	0	5	6.9*	0.4	0.8	-1	4.2	0.8	4.6
CNC(C)C#Cc1ccc2oc3cc(C)c(C)cc3c(=O)c2c1 (stereo not given)	4	-1.6	2	4	-0.3	0.3	1.7	2	6.0	-0.3	5.8
Cc1ccc(C(=O)N2CCC3(CC2)Oc2ccc(F)cc2C(=O)C32CC(c3ccc(Cl)cc3)=NO2)s1 (stereo not given)	4	0.4	1	0	1.3	0.4	-1.3	-3	0.4	-1.1	-3.5
Cc1ccc(S(=O)(=O)NC2(C(F)(F)F)NC(=O)N(c3ccc(F)cc3)C2=O)cc1 (stereo not given)	2	0.1	6	-3	-1.4	0.0	0.0	1	2.5	0.5	1.7
NC(=O)NC(Cc1ccccc1)C(=O)Nc1ccc(S(N)(=O)=O)cc1 (stereo not given)	6	0.2	3	1	0.6	0.4	1.6	-1	0.8	-0.8	-0.1
CCNc1nc2[nH]c(=O)c3c(c2s1)OC(N)=C(C#N)C3c1ccc(C)cc1 (stereo not given)	-7	-3.0	-5	2	-0.3	-0.6	-0.9	-3	2.3	-1.2	2.6
CCN(CC#CCC(O)(c1ccccc1)C1CCCC1)C(C)C (stereo not given)	3	0.8	-6	1	1.2	-0.3	-1.4	-1	-0.5	-0.8	-0.4
CC(OC(=O)c1ccc(Cl)c(S(N)(=O)=O)c1)C(=O)NCC1CCCCC1 (stereo not given)	0	-0.4	-1	1	-0.5	-1.8	0.1	-5	-0.4	-1.8	0.8
O=C(NCCc1ccccc1)C1CCN(C2CCN(Cc3ccc(CO)o3)CC2)CC1	2	-0.3	6	0	-0.1	-0.4	2.0	0	-1.3	-1.5	0.7
CC1(C)CCC[C@]2(C)[C@H]3CC(=O)O[C@]3(C)CC[C@@H]12	4	0.1	7	-2	-1.6	0.6	-1.7	-1	1.9	-1.0	1.1
O=c1ccc2[n+]([O-])c3ccc(O)cc3oc-2c1	-12	-6.8	-3	-2	0.7	-2.1	-3.7	-15	-8.6	-2.0	0.8
CSc1ccc(CN(C)C(=O)C2CCN(C(=O)Nc3ccccc3)CC2)cc1	-5	0.4	-7	-3	-0.7	-0.3	-0.7	3	2.2	-1.9	0.7
CC(C)C[C@@H](CO)NS(=O)(=O)c1c(F)cccc1F	7	-0.7	-1	-2	1.4	0.0	-1.2	4	0.4	-0.9	-0.8
O=C(c1ccncc1)c1ccc(NS(=O)(=O)c2ccc(Br)s2)cc1	-9	0.4	2	-2	0.9	-0.2	0.8	-5	1.4	-1.4	2.7
COCCCn1c(=O)c2sccc2n2c(CCCC(=O)NCc3cccc(OC)c3)nnc12	-4	0.1	0	-1	-0.1	-0.5	-1.5	-5	0.7	-1.1	0.9
Cc1cc(=O)[nH]c(SCc2nc3ccccc3s2)n1	1	0.0	-2	1	0.2	0.7	0.8	-3	0.0	-0.3	-1.0
CCOc1cc(C2C3=C(CCCC3=O)NC3=C2C(=O)CCC3)ccc1OCCO	0	0.9	5	0	1.4	-0.4	-2.2	1	-0.1	-0.9	-0.3
COc1ccc(/C=C/C(=O)NCCNC(=O)c2ccccc2)cc1OC	0	1.2	1	-3	0.4	0.0	3.0	0	-0.4	-0.7	1.2
O=C(Nc1cccc(Cl)c1)C1=Cc2cc(Cl)ccc2OC1	-8	-7.8	-4	2	-1.0	-0.6	-1.3	4	2.9	-1.3	-0.8

Compounds as they come, and some 6.7% of all compounds hit somewhere here.
